KCNH2 3.1 block: qHTS for Inhibitors of KCHN2 3.1: Mutant qHTS. activity change, % (tested at about 1.8 µM). Potassium voltage-gated channel subfamily H member 2, brain isoform KCNH2 3.1 (human). U2OS KCNH2 3.1, thallium flux FluxOr; stronger effect = lower value. 340,000 compounds, 0.95% hits;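 active = maximum activity change below -70%; inconclusive = maximum activity change from -70% to -50%; inactive = maximum activity change above -50%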;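 also: thallium influx rate constant from kinetic fluorescence after stimulation buffer; % is scaled to controls: 0 for no effect and ±100 for the full control effect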
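We transduce U2OS cells with the mutant 3.1 virus, culture them overnight, load FluxOr with Red40 quencher for 45 min, then add stimulation buffer and read kinetically for 2 min to derive a normalized rate constant.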
CXXC DNA block: qHTS Fluorescence Polarization Assay for Inhibitors of MLL CXXC domain - DNA interaction. MLL-CXXC / FITC-HOXA9 DNA fluorescence polarization. Potency, µM (titrated, usually from 115 µM), for inactives: at the top dose activity change, negative = inhibition, usual class: inhibitors. 290,000 compounds, 0.037% hits; active = well fitted inhibition curve with a large enough effect in the polarisation, with a control signal flat, not every such curve was filed as active; inconclusive = small, poorly fitted or top-dose-only effect, or effect the other way, or a change in a side signal; inactive = no such curve, though single readings can be large or run the other way; the % refers to the polarisation; also: potency is read from the fitted curve at half-maximal effect
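Purified MLL-CXXC (added from a 7 uM solution) was preincubated 5 min at ambient with pinned compounds in 50 mM Tris-HCl pH 7.5, 50 mM NaCl, 1 mM DTT, 0.05% BSA. Fluorescein-labeled HOX-A9 DNA (50 nM solution) followed, 30 min, then polarization read.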
GALK inhibitor: qHTS Assay for Inhibitors of Human Galactokinase (GALK). P51570. Purified GALK, Kinase-Glo residual ATP luminescence. Potency, µM (top dose mostly 57.5 µM), for the others: at the top dose activity change, negative = inhibition, usual class: inhibitors. 270,000 compounds, 0.007% hits; also: potency is read from the fitted curve at half-maximal effect; % is scaled to controls: 0 for no effect and ±100 for the full control effect
Target sequence (P51570 whole entry, looked up): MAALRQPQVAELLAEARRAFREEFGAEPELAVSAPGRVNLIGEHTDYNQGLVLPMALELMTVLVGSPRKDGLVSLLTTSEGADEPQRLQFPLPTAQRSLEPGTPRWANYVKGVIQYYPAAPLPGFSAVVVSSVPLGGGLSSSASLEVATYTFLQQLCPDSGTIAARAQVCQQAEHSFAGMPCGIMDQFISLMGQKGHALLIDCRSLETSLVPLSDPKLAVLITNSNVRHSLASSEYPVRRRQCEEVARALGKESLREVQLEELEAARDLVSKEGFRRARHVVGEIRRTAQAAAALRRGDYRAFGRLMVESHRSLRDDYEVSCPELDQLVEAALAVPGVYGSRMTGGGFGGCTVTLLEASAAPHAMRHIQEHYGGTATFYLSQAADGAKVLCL
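GALK at 5 nM final was combined with compound, 35 uM ATP and 100 uM galactose in HEPES pH8.0 with MgCl2 and DTT. The reaction ran one hour at room temperature before luminescent ATP detection.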
FBPA coupling cs: qHTS Assay for Inhibitors of Fructose-1,6-bisphosphate Aldolase from Giardia Lamblia: Coupling assay counterscreen; 290,000 compounds, 0.67% hits; activity change, negative = inhibition, % at 58.2 µM, hits read low; coupling enzyme system counterscreen, AmpLite Red fluorescence; AID 2472, 2010; in the data active = activity change below about -30%; also: % is scaled to controls: 0 for no effect and ±100 for the full control effect
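Activity here indicates interference with the coupling reaction, not aldolase inhibition. Compounds at 57.5 uM final met coupling enzymes for 10 min at RT; substrate and AmpLite Red detection followed, with a 525/598 nm fluorescence read after 20 min.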
AT treatment: qHTS Assay for Identifying a Potential Treatment of Ataxia-Telangiectasia; […] A-T fibroblasts, KAP-1 phosphorylation AlphaLISA; neocarzinostatin DNA damage 30 min before lysis; Potency, µM (titrated, usually from 57.5 µM), without a hit: top-dose activation, usual class: activators; 320,000 compounds, 0.19% hits; also: potency is read from the fitted curve at half-maximal effect; % of control where 0% means no effect; nearly all actives have a fitted effect of over 45% in size
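hTERT-immortalized A-T patient fibroblasts ([…]), 500 cells/well in OPTI-MEM, 1% FBS, got compounds for 60 min, then NCS for 30 min at 37C. Lysates were then assayed for phospho-KAP-1 by AlphaLISA (anti-pKAP1 donor, anti-KAP1 acceptor beads), 6 hr at 25C.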
Integrin act MD: qHTS for Activators of Integrin-Mediated Alleviation for Muscular Dystrophy | alpha7betagal myoblasts, beta-gal FDG fluorescence, 48 h | Potency, µM (top dose mostly 38.3 µM), for the others: at the highest dose activation, actives largely listed as activators | 350,000 compounds, 0.064% hits | AID 624291, 2012;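 also: potency is read from the fitted curve at half-maximal effect; 100% = response of the positive control SU9516; nearly all actives have a fitted effect of over 60% in size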
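Alpha7betagal+/- myoblasts (passage 13) were plated 16-24 hr, then exposed to compounds (1:260 dilution of DMSO stock) for 48 hours at 37C. After MPER lysis, β-galactosidase reporter activity was read as FDG fluorescence (ex 480/em 540) after 30 minutes.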
MBNL1 CUG block: qHTS Assay for Inhibitors of MBNL1-poly(CUG) RNA binding. 280,000 compounds, 0.036% hits. Potency, µM (doses to about 57.5 µM), inactives show at the top dose activity change, negative = inhibition, most hits filed as inhibitors. Muscleblind-like protein 1 (Homo sapiens), Q9NR56. TR-FRET MBNL1-His/biotin-(CUG)12 binding, 665/545 ratio. AID 2675, 2010; active = well fitted inhibition curve with a large enough effect in the signal ratio, with a control signal flat, not every such curve was filed as active; inconclusive = small, poorly fitted or top-dose-only effect, or effect the other way, or a change in a side signal; inactive = no such curve, though single readings can be large or run the other way; the % refers to the signal ratio; also: potency is read from the fitted curve at half-maximal effect; % is scaled to controls: 0 for no effect and ±100 for the full control effect
Target sequence (Q9NR56 whole entry, looked up): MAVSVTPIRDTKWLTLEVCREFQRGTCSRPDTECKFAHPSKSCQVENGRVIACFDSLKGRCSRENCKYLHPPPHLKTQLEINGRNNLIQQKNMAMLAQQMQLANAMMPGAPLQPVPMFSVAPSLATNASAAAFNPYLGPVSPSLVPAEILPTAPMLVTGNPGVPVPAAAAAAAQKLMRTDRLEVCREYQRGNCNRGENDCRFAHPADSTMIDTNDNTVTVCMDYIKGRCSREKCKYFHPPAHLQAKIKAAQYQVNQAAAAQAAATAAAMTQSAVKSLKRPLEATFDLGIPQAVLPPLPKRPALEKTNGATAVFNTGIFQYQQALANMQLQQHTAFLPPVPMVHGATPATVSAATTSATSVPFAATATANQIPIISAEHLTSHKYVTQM
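Compounds (final 92 nM to 58 uM) are added to His-tagged MBNL1 and biotin-(CUG)12, then terbium anti-His antibody and streptavidin-XL665 (5 nM final). After 60 min at room temperature, the 665/545 nm ratio is read.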
TRPV1 agonist: HTS Assay for Compounds that Act as Agonists of the Vanilloid Receptor 1; TRPV1-expressing cells, Fluo-8 calcium influx, agonist mode; activation, % at 8.33 µM; 320,000 compounds, 0.19% hits; in the data active = activation above about 80%; inconclusive = between about 30% and that limit; also: 0% is about no effect
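Cells expressing TRPV1 were dye-loaded with Fluo-8 and read kinetically: 10 s baseline, 3 min after compound (agonist portion), then 2 min after EC20 capsaicin (allosteric enhancer portion). Calcium-bound dye fluorescence at 480/520 nm.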
KCNH2 WT inh: qHTS for Inhibitors of KCHN2 3.1: Wildtype qHTS; AID 720551, 2013; 340,000 compounds, 0.37% hits; Voltage-gated inwardly rectifying potassium channel KCNH2 (Homo sapiens), Q12809; U2OS, BacMam KCNH2, thallium flux FluxOr; stronger effect = lower value; activity change, % at 1.84 µM;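 active = maximum activity change below -70%; inconclusive = maximum activity change between -70% and -50%; inactive = maximum activity change above -50%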; also: % is scaled to controls: 0 for no effect and ±100 for the full control effect
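U2OS cells transduced with wild-type KCNH2 virus are loaded with FluxOr dye for 45 min, and thallium flux is measured in kinetic reads before and after stimulation buffer. Rate constants are normalized to DMSO controls.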
S-ASM inh: Inhibitors of Secretory Acid Sphingomyelinase (S-ASM): qHTS | Sphingomyelin phosphodiesterase (Homo sapiens), P17405 | placental ASM, HMU-PC fluorogenic substrate, 60 min | Potency, µM (top dose mostly 57.5 µM), inactives show at the top dose activity change, negative = inhibition, actives largely listed as inhibitors | 340,000 compounds, 0.006% hits | AID 504937, 2011; also: potency is read from the fitted curve at half-maximal effect
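Human placenta-derived ASM enzyme was preincubated with compound for 10 minutes at room temperature, then given fluorogenic substrate HMU-PC0 (9 uM final) for 60 minutes at 37 °C; a pH 10 stop preceded fluorescence reading at Ex 386/Em 447 nm.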
* = called active by the depositor; ? = inconclusive; . = not tested or not shown; & = joins results of further samples; [ ] = remark or other dose. Unless noted, calls follow the shape of the dose curve; as a rule, active = well fitted curve in the direction sought with a large enough effect; inconclusive = small, poorly fitted or top-dose-only effect, or another doubt; inactive = no such curve, though single readings can be large; an effect the other way counts as inactive or inconclusive.

SMILES	KCNH2 3.1 block	CXXC DNA block	GALK inhibitor	FBPA coupling cs	AT treatment	Integrin act MD	MBNL1 CUG block	TRPV1 agonist	KCNH2 WT inh	S-ASM inh
CC(C)CC(=O)NS(=O)(=O)c1ccc(NS(C)(=O)=O)cc1	-10	1%	6%	0	1%	-50%[inhibitor]	-12%	0	.	0%
CCOC(=O)c1c(-c2ccc(OC)cc2)csc1/N=C/C1=C(O)CCCC1=O	-13	18%	0%	-10	10%	-63%[inhibitor]	?	12	3	-5%
CC(=O)Oc1ccc(C2(C)CC(C)(C)NC(=S)N2C)c(OC(C)=O)c1 (configuration not stated)	18	12%	-2%	1	4%	27%	-4%	1	7	-3%
CCOc1ccc(-n2c(=O)cc(N3CCN(c4ccc(F)cc4)CC3)[nH]c2=O)cc1	-26	-2%	1%	9	-5%	7%	4%	6	6	2%
COCc1nnc(NC(=O)C23CC4CC(CC(C4)C2)C3)s1	-2	.	.	.	-1%	1%	.	1	-1	4%
Cc1cc(C)cc(OCCNS(=O)(=O)c2cccs2)c1	29	9%	1%	-4	2%	8%	4%	15	0	-1%
COC(=O)c1sccc1NC(=O)CNC(=O)c1ccccc1	-7	0%	0%	0	0%	21%	.	2	6	-2%
COc1ccc(-c2nc(-c3cccc(C)c3)[nH]c(=O)c2C#N)cc1	2	1%	2%	10	0%	19%	-3%	-6	6	0%
COc1ccccc1CNCC(=O)Nc1cc(S(=O)(=O)N2CCOCC2)ccc1Cl	-10	.	.	.	5%	-29%	.	6	-19	3%
CC(=O)c1c(C)[nH]c(C(=O)CSc2nnc(-c3ccccc3)n2Cc2ccc3c(c2)OCO3)c1C	16	43%[activator]	-4%	0	-2%	0%	-3%	27	10	0%
O=C(NC1CCCCC1)N1CCN(c2ccc(Cl)cc2)CC1	-11	4%	3%	-1	9%	-23%	-10%	?	6	-1%
Cc1cc(O)c(N)c(C)c1Cl	-12	4%	0%	-14	-4%	-24%	-11%	0	0	-4%
Cc1cc(-c2ccc(/C=N/n3cnnc3)o2)ccc1Cl	-1	37%[activator]	-5%	3	28%	-13%	?	-11	-13	-5%
CCOC(=O)N1CCN(C(=O)CSc2nnc(-c3ccc(Cl)s3)o2)CC1	.	1%	5%	-1	4%	.	-3%	1	.	.
CCCc1nc2ccccc2c(=O)n1/N=C/c1ccc(O)cc1	0	7%	5%	-1	2%	1%	-1%	22	-3	-1%
COc1ccc(-n2c(Cc3cccn3C)nnc2SCC(=O)N2CCCc3ccccc32)cc1	-23	-1%	-1%	7	-10%	15%	7%	-2	0	6%
CCOc1ccc2nc(NC(=O)c3c([N+](=O)[O-])cnn3CC)sc2c1	-3	-5%	2%	0	-2%	-3%	7%	1	-1	4%
CC(C)(CO)NCC(O)COc1ccc2c(c1)CCC2 (configuration not stated)	2	13%	4%	-3	3%	2%	-3%	1	14	3%
COc1ccc(NS(=O)(=O)c2ccc3c(c2)CCC(=O)N3)c(OC)c1	4	-2%	0%	-3	2%	9%	-2%	-2	10	-1%
CCOC(=O)N1CCN(C(=O)c2ccc(CNS(=O)(=O)c3ccc(OC)cc3)cc2)CC1	-3	0%	1%	5	-9%	-21%	-8%	0	-8	4%
Cc1ccccc1-n1nc(C)c2cc(C(=O)NCc3cccnc3)sc21	4	6%	3%	0	1%	8%	-4%	?	1	-1%
CC(Oc1ccccc1)C(=O)N1CCN=C1SCc1ccccc1F (configuration not stated)	1	4%	1%	-1	19%	7%	.	.	6	-2%
CCN(CC)c1ccc(NC(=O)CN2CCN(c3nc(C)cc(C)n3)CC2)cc1	-5	-2%	-1%	1	.	-28%	-7%	0	7	4%
Cc1cc(Br)ccc1NC(=S)Nc1cccc([N+](=O)[O-])c1	-11	4%	1%	1	3%	26%	?	-1	1	-4%
C=CCn1c(-c2csc(-c3ccccc3)n2)n[nH]c1=S	1	-4%	1%	-1	.	17%	45%[activator]	-2	6	1%
COC(=O)CCC(=O)OC1(C)C(=O)C=C2C=C(C3CC3)N(c3ccccc3)C=C2C1=O (configuration not stated)	19	-2%	-1%	-41*	-16%	7%	?	1	2	81%[activator]
COCc1cc(N2CCCCC2)nc(-c2ccccc2)n1	-14	-4%	10%	1	6%	-2%	-2%	?	0	-3%
Cc1c(NC(=O)c2c([N+](=O)[O-])cnn2C)c(=O)n(-c2ccccc2)n1C	-2	4%	6%	2	2%	-10%	13%	-2	-8	4%
O=C(O)c1cccc(-c2ccc(/C=c3/sc4nc5ccccc5n4c3=O)o2)c1	8	?	-5%	-2	3%	20%	.	.	-1	0%
Cc1cc(C)cc(C(=O)N2CCC(C(N)=O)CC2)c1	-1	8%	1%	3	11%	2%	-4%	6	6	1%
Cc1cc(F)ccc1NC(=O)C1CCCO1 (configuration not stated)	5	3%	7%	-1	-3%	-18%	-3%	1	-1	6%
Cc1ccc(S(=O)(=O)CCC(=O)Nc2cccc([N+](=O)[O-])c2)cc1	6	-6%	3%	-8	0%	-26%	?	6	-4	2%
O=C(COC(=O)c1cccnc1Cl)NCC1CCCO1 (configuration not stated)	-2	4%	5%	-1	-6%	-16%	-6%	-1	9	1%
CC(NC(=O)c1ccncc1)C(C)(C)C (configuration not stated)	-7	4%	-4%	2	0%	-7%	-4%	1	1	4%
CC1(C)Cc2c(sc3[nH]c(=S)[nH]c(=O)c23)CO1	7	-8%	2%	-3	18%	-25%	-18%	-12	4	0%
Cc1cc(C)c2sc(NC(=O)c3ccc(N4C(=O)CCC4=O)cc3)nc2c1	4	-3%	-1%	1	12%	-5%	24%	-1	3	1%
CCCCNC(=S)N1CCN(C)CC1	4	13%	0%	2	-2%	-12%	.	23	8	3%
Cc1cc(NC(=O)COc2ccccc2C)ccc1NC(=O)c1ccco1	1	-3%	0%	0	0%	2%	0%	7	-2	1%
c1ccc(N/N=C(\Cc2nc3ccccc3[nH]2)c2ccccc2)cc1	0	?	0%	0	15%	15%	.	?	-8	-12%
N/C(=N\N=C\c1ccc(Br)o1)c1nonc1N	-7	-11%	5%	-2	-14%	16%	?	7	-2	-4%
CC1(C)Nc2ccccc2N(CCC(=O)N2CCOCC2)C1=O	8	3%	6%	0	13%	14%	11%	1	-1	1%
COc1ccc(C(=O)NCCc2nnc3ccc(SCC(=O)N4CCCC4)nn23)cc1	.	-7%	-7%	.	19%	-20%	-7%	-3	-10	1%
Clc1ccc(CSC2=NCCCN2)cc1Cl	-17	8%	2%	1	12%	-43%	4%	-1	4	-1%
COC(=O)[C@H](C)[C@H]1C[C@]1(C)[C@H](NC(=O)OCc1ccccc1)c1ccccc1	.	-3%	.	-3&0	.	-9%	8%	-3	.	-4%
CCOc1cc(C)c(Cl)cc1S(=O)(=O)NCC1CCCO1 (configuration not stated)	-4	0%	-5%	0	-3%	-1%	-5%	-1	-10	1%
CCCCCOC(=O)Cn1c(SCC(=O)Nc2ccccc2)nc2c1c(=O)[nH]c(=O)n2C	8	-2%	5%	3	3%	15%	8%	0	3	-1%
CCN(CC)CCCN1CC(=O)N2[C@@H](Cc3c([nH]c4ccccc34)C2(C)C)C1=O	3	17%	.	0	6%	-30%	-3%	-4	4	3%
Cc1ccc(CCNC(=O)C2CCCN(c3ncnc4c3nc3n4CCCCC3)C2)cc1 (configuration not stated)	11	1%	-1%	3	0%	4%	1%	9	-13	-3%
COCCNC(=O)Cn1nc(-c2ccc(C)cc2)c2ccccc2c1=O	-9	18%	2%	3	-4%	34%	-4%	0	-3	0%
CCOC(=O)C1CCN(C(=O)COC(=O)/C=C/c2ccc([N+](=O)[O-])cc2)CC1	2	.	.	.	-1%	32%	.	.	9	2%

From PubChem BioAssay
